ATXN viability: viability counter-screen for ATXN expression inhibitors; Potency, µM (doses to about 56.7 µM), actives largely listed as cytotoxic; actives 0.49% (n = 400,000); S2 cells (HEK-293 line with an ATXN2-luciferase reporter) viability, CellTiter-Fluor protease fluorescence, 24 h; further: nearly all actives have a fitted effect of over 40% in size
MCF10A rerep: DNA re-replication induction in MCF 10a cells; actives 2.9% (n = 350,000); MCF 10A DNA re-replication, Hoechst nuclear intensity, 48 h; Potency, µM (doses to about 46.1 µM), for the others: at the highest dose activity, positive = re-replication, actives largely listed as activators; further: % of control where 0% means no effect; nearly all actives have a fitted effect of over 50% in size
HepG2 tox: HepG2 cytotoxicity, counter-screen for TGF-b inhibitors; AID 588856; Potency, µM (highest dose often 46.1 µM), inactives show top-dose activity change, negative = cytotoxicity, actives largely listed as cytotoxic; actives 0.76% (n = 410,000); HepG2 CAGA-GFP viability, ATP luminescence, 18 h; further: some results filed as inactive show a strong effect at the top dose
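HepG2 CAGA-GFP cells (1000/well, DMEM with 1% FBS) received compound, then TGF-beta at 500 pg/mL final, and were incubated 18 hours at 37 degrees C. Viability was read by CellTiter-Glo luminescence. Media-only wells were set as complete cell-killing and DMSO as no toxicity.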
A549 viability: kills or reduces viability of A549 cells in Nrf2 counter-screen; A549 ARE-Fluc cells, CellTiter-Fluor viability, 18-24 h; Potency, µM (doses to about 46 µM), for the others: top-dose activity change, negative = cytotoxicity, hits mostly inhibitors; actives 0.16% (n = 390,000); further: on the % scale 0 is the no-effect control and ±100 the full control effect
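Cytotoxicity counterscreen: CellTiter-Fluor fluorescence was measured in A549 ARE_Fluc cells after 18-24 h of compound exposure in a concentration series. The subsequent BugLite luminescent read reports ARE-luciferase activity.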
ATXN2 expr inh: ATXN2 expression inhibition. HEK-293 ATXN2-luciferase reporter, luminescence, 24 h. Potency, µM (highest dose often 57 µM), inactives show at the top dose activity change, negative = inhibition, usual class: inhibitors. actives 0.72% (n = 360,000); further: on the % scale 0 is the no-effect control and ±100 the full control effect; nearly all actives have a fitted effect of over 55% in size
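qHTS (up to 57 uM final) was run with 24 h compound exposure of reporter cells at 37 °C. Each well was multiplexed: SteadyGlo luminescence measured ATXN2-luciferase expression after a fluorogenic Gly-Phe-AFC viability readout (25 uM final).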
EPAC2 antag: antagonists of human EPAC2; actives 0.18% (n = 360,000); Q8WZA2; Potency, µM (series often up to 114 µM), inactives show at the highest dose activity, negative = inhibition, usual class: inhibitors; EPAC2 GEF exchange of Rap1B-BODIPY-GDP, fluorescence; further: on the % scale 0 is the no-effect control and ±100 the full control effect; nearly all actives have a fitted effect of over 45% in size; many of its hits are not listed in these tables
Target sequence (Q8WZA2 whole entry, looked up): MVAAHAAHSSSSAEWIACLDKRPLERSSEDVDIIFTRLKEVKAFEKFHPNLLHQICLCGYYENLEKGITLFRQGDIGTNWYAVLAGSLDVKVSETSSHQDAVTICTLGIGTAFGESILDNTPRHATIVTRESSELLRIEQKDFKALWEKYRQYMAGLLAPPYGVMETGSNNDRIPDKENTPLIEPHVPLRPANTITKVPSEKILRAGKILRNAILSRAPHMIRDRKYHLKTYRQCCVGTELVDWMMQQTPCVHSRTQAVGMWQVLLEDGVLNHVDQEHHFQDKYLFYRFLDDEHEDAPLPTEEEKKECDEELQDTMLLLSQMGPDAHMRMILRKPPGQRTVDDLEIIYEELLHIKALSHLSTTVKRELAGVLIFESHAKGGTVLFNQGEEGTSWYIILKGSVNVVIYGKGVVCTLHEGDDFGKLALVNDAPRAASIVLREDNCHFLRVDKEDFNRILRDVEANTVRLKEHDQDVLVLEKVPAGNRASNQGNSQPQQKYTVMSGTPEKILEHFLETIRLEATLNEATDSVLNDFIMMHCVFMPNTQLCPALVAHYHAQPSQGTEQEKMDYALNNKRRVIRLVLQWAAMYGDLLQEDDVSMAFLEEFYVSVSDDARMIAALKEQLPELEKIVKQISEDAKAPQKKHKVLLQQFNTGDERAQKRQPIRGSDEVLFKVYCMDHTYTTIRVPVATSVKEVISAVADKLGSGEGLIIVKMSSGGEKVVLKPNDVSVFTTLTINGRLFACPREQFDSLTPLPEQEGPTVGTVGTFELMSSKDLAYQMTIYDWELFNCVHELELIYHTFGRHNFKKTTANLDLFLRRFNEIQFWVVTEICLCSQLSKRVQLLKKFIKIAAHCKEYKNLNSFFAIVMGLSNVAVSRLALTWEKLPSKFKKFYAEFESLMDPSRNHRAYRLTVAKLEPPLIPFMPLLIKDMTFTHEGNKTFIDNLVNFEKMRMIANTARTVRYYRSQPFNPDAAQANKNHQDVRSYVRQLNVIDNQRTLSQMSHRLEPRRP
Nrf2 activator: Nrf2 pathway activation. AREc32 ARE-luciferase reporter (MCF7-derived line), luminescence, 24 h. Potency, µM (series often up to 46.1 µM), for the others: top-dose activation, usual class: activators. actives 0.31% (n = 410,000). AID 624171; further: % of control where 0% means no effect; nearly all actives have a fitted effect of over 65% in size
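AREc32_Fluc, 1000 cells/well, OPTI-MEM + 5% FBS, o/n 37 deg C 5% CO2; 23 nL cpd by pin tool, 24 hr; Steady-Glo 30 min RT, luminescence.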
TGFb SMAD3 inh: TGF-b pathway inhibition; HepG2 CAGA-GFP TGF-b/SMAD3 reporter, GFP fluorescence, 18 h; TGF-beta stimulated, 500 pg/mL final; AID 588855; actives 1.2% (n = 410,000); Potency, µM (doses to about 46.1 µM), for the others: top-dose activity, negative = inhibition, actives largely listed as inhibitors; further: on the % scale 0 is the no-effect control and ±100 the full control effect; nearly all actives have a fitted effect of over 65% in size
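Inhibition was scored as loss of TGF-beta-induced (500 pg/mL final, 18 hours, 37 degrees C) GFP in HEPG2 cells carrying a CAGA-GFP reporter, in DMEM with 1% FBS. Well GFP was summed per cell; Activity was normalised to unstimulated and stimulated DMSO wells, then concentration-response fitting.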
Nrf2 block: blocks Nrf2 signaling | actives 2.1% (n = 360,000) | Potency, µM (highest dose often 46 µM), inactives show top-dose activity change, negative = inhibition, hits mostly inhibitors | A549 ARE-Fluc reporter, luciferase luminescence, 18-24 h; further: on the % scale 0 is the no-effect control and ±100 the full control effect; nearly all actives have a fitted effect of over 60% in size
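Reporter: ARE-Fluc in A549. Exposure: 18-24 h, 37 °C, 5% CO2, 5% FBS OPTI-MEM. Readouts: fluorescent cytotoxicity (CellTiter-Fluor), then luminescent Nrf2 signal after BugLite.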
Numbers without * were called inactive; i = inactive; ? = inconclusive; . = no result given; [ ] = another dose, or the depositor's remark. The call rests on the fitted dose curve; in most records, active means well fitted curve in the direction sought with a large enough effect; inconclusive means small, poorly fitted or top-dose-only effect, or another doubt; inactive means no such curve, though single readings can be large; an effect the other way counts as inactive or inconclusive. Potency means the concentration at half of the fitted maximal effect.

cpd | molecule | ATXN viability | MCF10A rerep | HepG2 tox | A549 viability | ATXN2 expr inh | EPAC2 antag | Nrf2 activator | TGFb SMAD3 inh | Nrf2 block
1 | O=C(COC(=O)CSc1ccccc1)NC1CCS(=O)(=O)C1 (stereo not drawn) | i | . | -0.5% | . | . | 2.0% | 5.6% | -12.1% | .
2 | O=C(CNC(=O)c1cccs1)NCC(=O)OCc1c(F)cccc1Cl | i | -0.4% | -1.2% | -0.3% | -18.8% | -2.7% | 0.2% | -7.2% | -26.6%
3 | CCc1nc(-c2ccccc2)c2ccccn12 | i | -2.2% | -26.5% | 5.4% | -36.4% | 10.2% | -0.1% | 2.4% | -7.8%
4 | COc1ccc(CN(CCC(C)C)S(=O)(=O)c2ccccc2Br)c(OC)c1 | ? | ? | -10.2% | -2.2% | 1.8% | -29.4% | 5.5% | ? | -15.8%
5 | COc1ccc(C(=O)/C=C/Nc2ccc([N+](=O)[O-])cc2)cc1 | i | 2.8% | 15.8% | -14.3% | 23.8% | -1.0% | 3.7% | 15.7% | 8.1%
6 | O=C(COc1ccccc1)OCC(=O)c1ccc(O)cc1O | i | 4.7% | 0.5% | 7.2% | -1.2% | 1.2% | 0.9% | -9.5% | 5.0%
7 | O=C(CC1SC(=NCC2CCCO2)NC1=O)Nc1cccc2ccccc12 (stereo not drawn) | i | 3.8% | 1.5% | 1.0% | 3.3% | 0.5% | 2.4% | -1.3% | -1.1%
8 | C=CCNC(=O)CSc1nc2sc3c(c2c(=O)n1CCCOC)CCC3 | . | 6.51µM* | -18.9% | 5.8% | 4.8% | 0.7% | 0.1% | -11.8% | -4.6%
9 | O=C(/C=C/c1ccccc1)c1ccc2c(c1)OCCCCO2 | i | ? | -55.3% | -0.3% | 55.2%[activator] | 3.9% | 17.9% | -15.0% | ?
10 | NC(=O)N/C=C1\CCCOC1=O | ? | . | 19.2% | . | . | 0.6% | -0.4% | 0.5% | .
11 | CN(C)c1ccc(CNC(=O)c2ccc3nc(Cc4ccccc4)oc3c2)cc1 | ? | . | -24.9% | -1.5% | ? | . | -0.6% | ? | .
12 | CC1(C)CC(=O)C(C2(O)C(=O)Nc3ccccc32)CO1 (stereo not drawn) | i | ? | -0.6% | 3.2% | -10.0% | 8.0% | 0.1% | 0.9% | -0.6%
13 | NS(=O)(=O)c1ccc(CNC(=O)c2ccc(Br)o2)cc1 | i | -0.4% | 13.5% | 2.0% | -5.4% | 9.4% | -0.4% | 1.9% | -19.8%
14 | CCCNC(=O)N1[C@H](c2ccc(C)s2)[C@@H](C)C(=O)[C@@H](C)[C@@H]1c1ccc(C)s1 | i | . | -25.1% | 9.2% | 3.9% | . | 4.1% | -29.9% | ?
15 | CC(C)CCN1CCN(CCCc2ccccc2)CC1CCO (stereo not drawn) | i | -1.3% | -2.9% | -1.2% | -3.5% | -17.4% | -0.8% | -0.7% | 1.1%
16 | CCC(C)(C)n1nnnc1C(c1cc(OC)ccc1OC)N1CCN(Cc2ccccc2)CC1 (stereo not drawn) | i | 3.5% | -5.4% | 2.9% | -0.3% | -1.3% | 0.5% | 23.7% | ?
17 | O=C(CN1C(=O)NC2(CCCCCC2)C1=O)c1ccc2c(c1)OCCO2 | i | -24.0% | -2.4% | -9.7% | 31.7%[activator] | 1.6% | 0.1% | -10.0% | ?
18 | CCN1CCN(S(=O)(=O)c2ccc(OC)cc2)CC1 | i | ? | 11.2% | -6.9% | 1.0% | -1.2% | 0.4% | 3.2% | -14.0%
19 | O=C(NCc1ccccc1Cl)C1CCCN(C(=O)Nc2ccc(F)cc2)C1 (stereo not drawn) | i | -20.8% | -9.6% | -9.1% | ? | -3.0% | 0.3% | 1.9% | -25.3%
20 | CC1(C)C2CCC(C2)C1(C)NC(=O)C[N+](C)(C)C (stereo not drawn) | i | -0.6% | -0.6% | 0.6% | -6.4% | -5.2% | -0.6% | -0.7% | -7.8%
21 | O=C(Nc1c(F)c(F)c(F)c(F)c1F)C1CCCCC1 | i | 9.6% | 9.8% | 0.6% | 1.1% | 7.6% | -1.0% | 4.0% | 3.0%
22 | Cc1ccccc1C(=O)NC(NCC1CCCO1)C(Cl)(Cl)Cl (stereo not drawn) | i | 1.0% | 9.7% | -3.8% | -2.8% | 6.0% | -0.6% | 14.6% | 2.4%
23 | CCn1c(SCC(=O)c2cc(OC)ccc2OC)nnc1C1CC1 | i | 1.4% | 8.7% | 5.8% | 0.1% | 2.4% | 0.9% | 2.8% | 10.2%
24 | CCCCN(C(=O)COC(=O)c1nc2nc(C)cc(C)n2n1)C1CCS(=O)(=O)C1 (stereo not drawn) | i | 3.5% | 1.9% | -3.5% | -11.0% | 2.3% | -0.3% | 16.6% | 10.2%
25 | Cc1cc(C)n(CCc2nc(-c3cc4ccccc4o3)cs2)n1 | i | 19.9% | 0.9% | -1.8% | 5.2% | -4.4% | 0.2% | ? | ?
26 | CN(C)S(=O)(=O)c1ccc(-c2csc(N/N=C/c3ccco3)n2)cc1 | ? | ? | -43.5% | -8.7% | ? | 0.3% | 4.7% | ? | -8.1%
27 | CCOC(=O)C1CCCCN1Cc1cn(C)nc1-c1ccccc1F (stereo not drawn) | i | 2.1% | -1.6% | -6.2% | -3.8% | ? | -0.6% | -9.1% | 9.0%
28 | CCCn1c(=O)c(C(=O)NCC2CCCO2)c(O)c2ccccc21 (stereo not drawn) | i | 13.6% | -20.9% | -1.1% | 5.9% | 2.2% | -0.4% | 12.7% | -8.3%
29 | Cc1ccc(OCc2ccc(C#N)cc2)c(C(=O)c2cc(C#N)c(=O)n(C3CC3)c2)c1 | i | 11.6% | -14.2% | 9.1% | . | 5.0%[57.1 µM] | -0.7% | -5.4% | -3.3%
30 | Cc1ccc(C(=O)Nc2c(N)nc(SCC(=O)Nc3cc(C)on3)[nH]c2=O)cc1 | i | ? | 1.2% | 4.2% | 3.1% | -1.5% | 0.3% | 7.0% | -10.9%
31 | COc1ccc(C2(c3ccc(O)cc3O)CC(c3ccccc3Cl)NC(=S)N2)cc1 (stereo not drawn) | i | -4.0% | -2.8% | 2.1% | 3.7% | -26.5% | -0.6% | ? | 12.4%
32 | CCCc1nc2c(s1)CCc1onc(-c3ccc(Cl)cc3)c1-2 | i | ? | -5.5% | 4.4% | 12.2% | 0.4% | 0.1% | 9.1% | ?
33 | CCN(CC)c1ccc(NC(=O)c2ccccn2)cc1S(=O)(=O)Nc1ccccc1OC | i | 17.0% | 17.1% | -1.0% | -3.2% | -2.8% | -0.7% | ? | -16.4%
34 | COc1cccc(N2CCN(C3CC(=O)N(c4ccc(Cl)cc4)C3=O)CC2)c1 (stereo not drawn) | i | -6.5% | 8.6% | -2.9% | 2.4% | 0.5%[57.1 µM] | 0.2% | 29.6% | -8.7%
35 | COc1ccc(/C=C/C2=NN(C)C(=O)CC2)cc1 | i | 0.2% | -43.9% | -22.6% | -1.8% | 17.0% | -0.1% | -10.6% | ?
36 | O=[N+]([O-])c1ccc2c(c1)-c1ccccc1C2O (stereo not drawn) | ? | . | 64.9% | . | . | -15.9% | 3.2% | 35.9%[activator] | .
37 | CC(C)n1c(SCC(=O)NC2CC2)nnc1C1CC1 | i | 1.3% | 5.0% | 0.0% | 3.9% | 7.4% | -0.8% | -5.3% | -11.4%
38 | CCC(C)(C)C1CCc2[nH]nc(C(=O)NCc3ccccn3)c2C1 (stereo not drawn) | ? | ? | -33.2% | 7.7% | ? | 10.9% | -0.7% | ? | -20.2%
39 | COc1ccc(NC(=O)/C(C#N)=C/c2ccc(-c3ccc(Cl)c(C(=O)O)c3)o2)cc1 | i | -2.2% | -2.6% | -9.4% | 7.4% | 0.5% | -0.3% | 12.8% | -1.6%
40 | O=S(=O)(/N=C(/c1ccccc1)N1CCCCCC1)c1ccccc1 | i | 10.3% | -25.4% | 2.5% | -1.7% | -15.6% | 0.0% | 1.1% | -8.9%
41 | COc1ccc(C)cc1C1=Nc2ccccc2C1(C)C | i | -9.7% | 4.5% | -2.8% | 1.5% | -21.8% | 0.4% | 15.2% | -7.5%
42 | CCOc1ccc(NC(=O)c2ccc3c(c2)C(=O)N(Cc2ccncc2)C3=O)cc1 | i | -12.0% | 15.3% | 0.1% | -21.2% | 18.5% | -0.4% | 13.3% | -9.7%
43 | CCOc1cc(/C=C2/C(=N)N3OC(C)=CC3=NC2=O)ccc1OC | i | 0.1% | 7.6% | 1.2% | -16.3% | 14.2% | 2.9% | 1.8% | -0.9%

Grouped by structure: the compounds so far containing four or more nitrogen atoms (7)
cpd | molecule | ATXN viability | MCF10A rerep | HepG2 tox | A549 viability | ATXN2 expr inh | EPAC2 antag | Nrf2 activator | TGFb SMAD3 inh | Nrf2 block
16 | CCC(C)(C)n1nnnc1C(c1cc(OC)ccc1OC)N1CCN(Cc2ccccc2)CC1 (stereo not drawn) | i | 3.5% | -5.4% | 2.9% | -0.3% | -1.3% | 0.5% | 23.7% | ?
24 | CCCCN(C(=O)COC(=O)c1nc2nc(C)cc(C)n2n1)C1CCS(=O)(=O)C1 (stereo not drawn) | i | 3.5% | 1.9% | -3.5% | -11.0% | 2.3% | -0.3% | 16.6% | 10.2%
26 | CN(C)S(=O)(=O)c1ccc(-c2csc(N/N=C/c3ccco3)n2)cc1 | ? | ? | -43.5% | -8.7% | ? | 0.3% | 4.7% | ? | -8.1%
30 | Cc1ccc(C(=O)Nc2c(N)nc(SCC(=O)Nc3cc(C)on3)[nH]c2=O)cc1 | i | ? | 1.2% | 4.2% | 3.1% | -1.5% | 0.3% | 7.0% | -10.9%
33 | CCN(CC)c1ccc(NC(=O)c2ccccn2)cc1S(=O)(=O)Nc1ccccc1OC | i | 17.0% | 17.1% | -1.0% | -3.2% | -2.8% | -0.7% | ? | -16.4%
37 | CC(C)n1c(SCC(=O)NC2CC2)nnc1C1CC1 | i | 1.3% | 5.0% | 0.0% | 3.9% | 7.4% | -0.8% | -5.3% | -11.4%
38 | CCC(C)(C)C1CCc2[nH]nc(C(=O)NCc3ccccn3)c2C1 (stereo not drawn) | ? | ? | -33.2% | 7.7% | ? | 10.9% | -0.7% | ? | -20.2%

These rows are one share of the data, so the mix of outcomes need not match the whole.
